# Screening results as filed in PubChem.
# EPAC1 antag: blocks human EPAC1 exchange factor; O95398; EPAC1 GEF assay, Rap1b-BODIPY-GDP exchange fluorescence; Potency, µM (doses to about 115 µM), for inactives: at the highest dose activity change, negative = inhibition, usual class: inhibitors; actives 0.14% (n = 360,000); AID 720709;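 further: potency means the concentration at half of the fitted maximal effect; plate controls were vehicle for no effect and positive control for full effect; nearly all actives have a fitted effect of over 50% in size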
# FUS yeast rescue: FUS proteinopathy suppression in yeast. S. cerevisiae FUS-expressing, growth rescue, OD600, 24 h. Potency, µM (series often up to 76.6 µM), for the others: at the highest dose growth rescue (activation), usual class: activators. actives 0.24% (n = 390,000);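 further: potency means the concentration at half of the fitted maximal effect; plate controls were DMSO vehicle for no effect and reference control for full effect; nearly all actives have a fitted effect of over 55% in size; some results filed as inactive show a strong effect at the top dose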
#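 Restored growth of FUS-toxic S. cerevisiae, read as 600 nm absorbance after 24 h at 30C in galactose medium (starting OD 0.005). Controls CP55940 and DMSO.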
# PI5P4Ka inh: blocks human PI5P4K alpha kinase activity; P48426; PI5P4Kalpha enzyme, ADP-Glo luminescence, 60 min; active compounds read low; max response, %; actives 1.2% (n = 330,000); AID 652105; active means max response of -50% or lower; inconclusive means between -30% and -50%; inactive means -30% or higher; further: value at the top dose of about 77 µM; on the % scale 0 is the no-effect control and ±100 the full control effect
# Target sequence (P48426 whole entry, looked up): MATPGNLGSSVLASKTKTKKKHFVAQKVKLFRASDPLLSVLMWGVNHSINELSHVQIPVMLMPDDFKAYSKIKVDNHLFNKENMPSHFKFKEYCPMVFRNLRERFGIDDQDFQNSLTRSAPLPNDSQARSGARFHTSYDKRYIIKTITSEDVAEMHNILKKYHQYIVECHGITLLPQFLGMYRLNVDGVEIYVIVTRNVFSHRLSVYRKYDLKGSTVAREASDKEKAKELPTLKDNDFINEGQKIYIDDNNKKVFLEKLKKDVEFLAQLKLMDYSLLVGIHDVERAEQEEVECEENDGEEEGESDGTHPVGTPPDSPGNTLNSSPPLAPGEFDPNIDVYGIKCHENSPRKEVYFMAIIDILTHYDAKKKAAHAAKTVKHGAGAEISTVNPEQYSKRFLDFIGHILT
#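 Enzyme plus substrate dispensed, test compounds pinned in, then ATP (5 microM final) added. After 60 min at RT, ADP-Glo reagent 1 for 45 min and reagent 2 for 30 min preceded luminescence imaging.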
# EPAC1 agonist: EPAC1 (human) agonism; EPAC1 agonist qHTS, biochemical assay; response scale: 100% = response to 6.5 mM cAMP; actives 0.073% (n = 360,000); AID 720707; Potency, µM (doses to about 154 µM), without a hit: top-dose activation, usual class: activators; O95398; further: potency means the concentration at half of the fitted maximal effect; nearly all actives have a fitted effect of over 60% in size
#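 Fluorescent GDP-exchange assay: 100 nM EPAC1 with 250 nM Rap1B preloaded with BODIPY-GDP and 50 uM GDP; compounds tested as concentration series, 5 min at room temperature, then read every 5 min for 30 min (ex 480/em 540 nm); normalized to 6.5 mM cAMP.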
# PLK1 PBD block: PLK1 (human) polo-box domain binding inhibition | P53350 | Plk1 PBD binding of FITC phosphopeptide, fluorescence polarization | Potency, µM, without a hit: max response, negative = inhibition, actives largely listed as inhibitors | actives 2.8% (n = 360,000) | AID 720504; further: potency means the concentration at half of the fitted maximal effect; series mostly up to about 57 µM; on the % scale 0 is the no-effect control and ±100 the full control effect; nearly all actives have a fitted effect of over 65% in size
# Target sequence (P53350 whole entry, looked up, the tested form may be a part): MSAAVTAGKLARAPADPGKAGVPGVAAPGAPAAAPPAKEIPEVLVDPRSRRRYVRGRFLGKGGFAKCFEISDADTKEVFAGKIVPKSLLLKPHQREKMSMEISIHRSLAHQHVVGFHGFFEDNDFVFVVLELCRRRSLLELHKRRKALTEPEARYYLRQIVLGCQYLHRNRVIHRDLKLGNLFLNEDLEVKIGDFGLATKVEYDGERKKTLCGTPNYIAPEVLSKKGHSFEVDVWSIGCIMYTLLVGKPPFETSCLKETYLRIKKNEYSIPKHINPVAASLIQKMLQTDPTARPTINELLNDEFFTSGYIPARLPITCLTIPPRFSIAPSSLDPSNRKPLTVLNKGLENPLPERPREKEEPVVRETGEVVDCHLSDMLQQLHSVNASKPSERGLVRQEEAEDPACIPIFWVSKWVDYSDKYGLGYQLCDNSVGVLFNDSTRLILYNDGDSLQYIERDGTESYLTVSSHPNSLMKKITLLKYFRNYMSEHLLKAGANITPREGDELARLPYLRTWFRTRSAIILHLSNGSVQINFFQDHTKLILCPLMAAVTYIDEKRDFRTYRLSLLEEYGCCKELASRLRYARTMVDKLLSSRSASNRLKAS
# aSyn yeast inh: inhibitors of alpha-synuclein toxicity in yeast; Yeast expressing alpha-synuclein, growth rescue, BacTiter-Glo, 24 h; Potency, µM (doses to about 46.1 µM), without a hit: at the highest dose growth rescue (activation), usual class: activators; actives 0.14% (n = 370,000); AID 652106; further: potency means the concentration at half of the fitted maximal effect; % of control where 0% means no effect; nearly all actives have a fitted effect of over 65% in size
#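 Galactose-induced alpha-syn yeast (OD600=0.02, raffinose-pregrown) + pinned cpd, 24 hr, 30 deg C; growth by BacTiter-Glo luminescence. Growth restoration scores as activation.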
# Abeta yeast res: A-beta toxicity reversal in yeast. AID 1347071. actives 0.063% (n = 410,000). Potency, µM (doses to about 46.1 µM), without a hit: at the top dose growth rescue, actives largely listed as activators. yeast expressing A-beta42, growth rescue, OD600, 48 h; response scale: 0% DMSO, 100% iron-clioquinol control; further: potency means the concentration at half of the fitted maximal effect; nearly all actives have a fitted effect of over 55% in size
#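 Growth rescue measured by 600 nm absorbance after 48 h yeast culture at 30 C with compound. Values normalized between DMSO and an equimolar ferric chloride plus clioquinol control.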
# WRN inhibitor: blocks human WRN helicase; Q14191; WRN helicase unwinding, fluorescent forked duplex, kinetic; Potency, µM (doses to about 114 µM), for the others: at the highest dose activity change, negative = inhibition, usual class: inhibitors; actives 0.46% (n = 360,000); further: potency means the concentration at half of the fitted maximal effect; on the % scale 0 is the no-effect control and ±100 the full control effect; nearly all actives have a fitted effect of over 55% in size
#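 Primary qHTS, 1536-well format. 20 nM WRN + compound, 15 min RT; start with 100 nM forked fluorophore/quencher duplex, 2 mM ATP (final); kinetic read ex 525/em 598 nm.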
# IL-2 act: activators of IL-2 | IL-2 activation reporter assay, cell-based qHTS; stimulated with anti-CD3/CD4/CD28 beads; in transgenic mouse T cells | activation, % (series mostly up to about 46 µM) | actives 0.065% (n = 360,000); in the data active means activation above about 50%; inconclusive means mostly about 30% to 49%; further: 0% is about no effect
#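 Using fluorescent plate cytometry, EGFP and DsRed are detected in transgenic mouse T cells stimulated 18 h at 37 degrees C with antibody-coated beads after 60 min compound pretreatment.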
# Starred values were filed as active, the others as inactive; ? = inconclusive; · = no result given; & = joins results of further samples; [ ] = another dose, or the depositor's remark. Unless noted, the call rests on the fitted dose curve; in most records, active means well fitted curve in the direction sought with a large enough effect; inconclusive means small, poorly fitted or top-dose-only effect, or another doubt; inactive means no such curve, though single readings can be large; an effect the other way counts as inactive or inconclusive.
SMILES,EPAC1 antag,FUS yeast rescue,PI5P4Ka inh,EPAC1 agonist,PLK1 PBD block,aSyn yeast inh,Abeta yeast res,WRN inhibitor,IL-2 act
Cc1cccc2c1NC(=O)C2(c1ccc(O)cc1)c1ccc(O)cc1,-8%,7%,0,2%,0%,3%,26%,-3%,-0.3
CNCCCN1c2ccccc2CCc2ccccc21,-7%,-15%,1,-25%,-2%,2%&5%,-2%,4%,-0.3
CC(C)=CCOc1c2ccoc2cc2oc(=O)ccc12,-12%,-29%,1,1%,-6%,4%,0%,-5%,1.0
CN(C)CCCC1(c2ccc(F)cc2)OCc2cc(C#N)ccc21 (stereo not given),-3%,-29%,0,3%,-4%,-1%&2%,8%,-8%,0.0
COc1cc([C@@H]2Oc3cc(C4Oc5cc(O)cc(O)c5C(=O)[C@H]4O)ccc3O[C@H]2CO)ccc1O (stereo not given in full),-17%,18%,-52*,-4%,-2%,-1%,-7%,-11%,-0.3
NC(N)=O,5%,-44%,-1,-37%[inhibitor],1%,-1%,-7%,6%,0.3
COc1ccc(C[C@H]2COC(=O)[C@@H]2Cc2ccc(OC3OC(CO)C(O)C(O)C3O)c(OC)c2)cc1OC (stereo not given in full),-18%,-12%,1,-13%,-2%,9%,-1%,1%,0.0
C/C=C(/C)C(=O)OC(C)(C)[C@@H]1Cc2c(ccc3ccc(=O)oc23)O1,-19%,29%,-2,7%,-14%,5%,7%,-5%,-3.8
Cc1cncn1CCc1nc2c3ccccc3nc(SCC(=O)Nc3cccc(Cl)c3)n2n1,5%,11%,1,1%,-7%,-6%,-18%&-11%,21%,-5.6
Nc1nc(O)c(N=Nc2ccc(S(N)(=O)=O)cc2)c(=O)[nH]1,-5%,1%,0,1%,0%,-1%,3%,-6%,-0.4
COc1ccc(-c2cc(=O)c3c(O)cc(O[C@@H]4O[C@H](CO[C@@H]5O[C@@H](C)[C@H](O)[C@@H](O)[C@H]5O)[C@@H](O)[C@H](O)[C@H]4O)cc3o2)cc1O,1%,-34%,0,-10%,0%,-2%,-13%,-5%[11.6 µM],0.0
CCCCNc1ccc(C(=O)OCCOCCOCCOCCOCCOCCOCCOCCOCCOC)cc1,15%,7%,-6,-26%,-1%,0%,-9%,9%,0.5
C/C=C/C(=O)N(CC)c1ccccc1C,-3%,-37%,0,1%,-7%,3%,-13%,1%,-0.5
N[C@@H](Cc1c[nH]c2ccc(O)cc12)C(=O)O,-5%,2%,2,-14%,-20%,2%&6%&2%,-8%,-11%,0.0
CC1Cc2ccccc2N1NC(=O)c1ccc(Cl)c(S(N)(=O)=O)c1 (stereo not given),-7%,-28%,-19,-10%,-19%,0%,-22%,4%,-0.1
COc1ccc(-c2cc(=O)c3c(O)cc(OC4OC(COC5OC(C)C(O)C(O)C5O)C(O)C(O)C4O)cc3o2)cc1O (stereo not given),4%,-2%,-1,-13%,0%,0%,-8%,-8%[11.6 µM],0.1
C[N+]1(C)CCC(=C(c2ccccc2)c2ccccc2)CC1,2%,-28%,3,-21%,1%,3%,-10%,1%,0.1
COc1ccccc1N1CCN(CCCN=C2CC(=O)N(C)C(=O)N2C)CC1,11%,-48%,-1,-19%,-6%,-2%,-11%,7%,0.5
CCN(CC)CCOC(=O)c1ccc(N)cc1,-3%,-35%,0,2%,-9%,1%&4%,9%,7%,0.0
CCCCNc1ccc(C(=O)OCCN(C)C)cc1,5%,0%,-3,-3%,-3%,0%&-1%,-15%,7%,0.5
CCC(NC(C)C)C(O)c1ccc(O)c2[nH]c(=O)ccc12 (stereo not given),-1%,-38%,-13,-14%,-3%,-4%,0%,-3%,0.4
CCCCCC(=O)O[C@]1(C(C)=O)CC[C@H]2[C@@H]3CCC4=CC(=O)CC[C@]4(C)[C@H]3CC[C@@]21C,-9%,?,1,-14%,-1%,?,7%,-4%,-0.5
CN1CCCN=C1COC(=O)C(O)(c1ccccc1)C1CCCCC1 (stereo not given),-10%,-10%,4,-18%,7%,2%,-18%,2%,-0.1
O=C(O)c1cccnc1Nc1cccc(C(F)(F)F)c1,7%,17%,0,-21%,0%,-91%&-14%[inhibitor],-6%,4%,-0.3
C1COC(NC(C2CC2)C2CC2)=N1,-17%,-12%,4,-10%,-7%,-10%&-7%,-32%,-3%,-0.5
CN(C)CCC[C@]1(c2ccc(F)cc2)OCc2cc(C#N)ccc21,-3%,-12%,14,-7%,6%,7%,-4%,3%,0.4
CCOC(=O)[C@H](CCc1ccccc1)N[C@@H](C)C(=O)N1Cc2ccccc2C[C@H]1C(=O)O,-3%,13%,-5,-16%,-1%,7%,-16%,4%,-0.4
CC1(C)O[C@H]2CC(=O)OC[C@@]23C1CC(=O)[C@]1(C)C3CC[C@@]2(C)[C@H](c3ccoc3)OC(=O)[C@H]3O[C@]321 (stereo not given in full),-3%,1%,-1,3%,-3%,1%,5%,0%,1.9
CC(=O)CCCCn1c(=O)c2c(ncn2C)n(C)c1=O,2%,-13%,4,-2%,1%,0%&4%,0%,2%,0.1
C=CC[n+]1ccc(/C=C2\C=Cc3cc(C)ccc3N2CC)c2ccccc21,?,-29%,?,2%,-18%,-50%[inhibitor],-55%[inhibitor],40µM*,-0.6

# Part of the list above in a different format.
Compound	EPAC1 antag	FUS yeast rescue	PI5P4Ka inh	EPAC1 agonist	PLK1 PBD block	aSyn yeast inh	Abeta yeast res	WRN inhibitor	IL-2 act
CCC(NC(C)C)C(O)c1ccc(O)c2[nH]c(=O)ccc12 (stereo not given)	-1%	-38%	-13	-14%	-3%	-4%	0%	-3%	0.4
CCCCCC(=O)O[C@]1(C(C)=O)CC[C@H]2[C@@H]3CCC4=CC(=O)CC[C@]4(C)[C@H]3CC[C@@]21C	-9%	?	1	-14%	-1%	?	7%	-4%	-0.5

# Remaining list, next part:
SMILES,EPAC1 antag,FUS yeast rescue,PI5P4Ka inh,EPAC1 agonist,PLK1 PBD block,aSyn yeast inh,Abeta yeast res,WRN inhibitor,IL-2 act
CC12CCC(=O)C=C1CCC1C2CCC2(C)C1CCC2(O)C(=O)CO (stereo not given),-5%,-31%,0,-24%,-11%,-8%,-9%,1%,-0.6
NC1CCN(c2nc3c(cc2F)c(=O)c(C(=O)O)cn3-c2ccc(F)cc2F)C1 (stereo not given),-6%,-20%,-12,-20%,27µM*,-5%&1%,0%,-4%,0.5
CCc1ccc(CCOc2ccc(CC3SC(=O)NC3=O)cc2)nc1 (stereo not given),-11%,1%,0,-22%,-1%,-3%,5%,-3%,0.3
CC(=O)Nc1ccc(CC(=O)O)cc1,3%,-28%,-3,-16%,2%,5%,4%,11%,0.8
COc1ccc(C2CNC(=O)C2)cc1OC1CCCC1 (stereo not given),11%,-45%,0,-17%,2%,0%&4%,-16%,7%,0.3
NOCC(=O)O,-1%,21%,3,-14%,4%,-2%&0%,-2%,1%,-0.1
Cc1c(C(=O)O)c(O)cc2c1C(=O)c1c(O)c([C@@H]3O[C@H](CO)[C@@H](O)[C@H](O)[C@H]3O)c(O)c(O)c1C2=O,-27%,-24%,?,-15%,-10%,-30%,-33%[inhibitor],32µM*,-0.5
COC(=O)C1=CO[C@@H](O[C@@H]2O[C@H](CO)[C@@H](O)[C@H](O)[C@H]2O)C2C1C[C@H](O)[C@@H]2C (stereo not given in full),4%,-26%,-3,9%,-7%,1%,4%,0%,0.2
COc1cc(-c2oc3cc(O)cc(O)c3c(=O)c2O[C@@H]2O[C@H](COC3O[C@@H](C)[C@H](O)[C@@H](O)[C@H]3O)[C@@H](O)[C@H](O)[C@H]2O)ccc1O (stereo not given in full),-5%,-27%,0,-8%,-4%,0%,-15%,-2%,0.2
O=c1oc2c(O)c(O)cc3c(=O)oc4c(O)c(O)cc1c4c23,?,-32%,-100*,-4%,8.4µM*,-1%&-4%,-33%,·,0.1
Cc1ccc(=O)n(-c2ccccc2)c1,-8%,-18%,0,-4%,-10%,1%&1%,-10%,2%,0.4
Cc1ccc(N(CC2=NCCN2)c2cccc(O)c2)cc1,-1%&-6%&-16%,-12%&-22%&-16%,-3&10&2,-26%&-10%&-6%,1%&-14%&-18%,1%&0%&15%&1%,-4%&-18%&-6%,-6%&3%&5%,1.6&1.0&-0.2
Oc1ccc2c(c1)OCC1(O)Cc3cc(O)c(O)cc3C21 (stereo not given),-7%,-16%,-88*,3%,?,0%,-1%,8.9µM*,0.1

# Quoted from the listing.
# IL-2 act, NC1CCN(c2nc3c(cc2F)c(=O)c(C(=O)O)cn3-c2ccc(F)cc2F)C1 (stereo not given) stands at 0.5
# EPAC1 agonist, Cc1c(C(=O)O)c(O)cc2c1C(=O)c1c(O)c([C@@H]3O[C@H](CO)[C@@H](O)[C@H](O)[C@H]3O)c(O)c(O)c1C2=O stands at -15%

# Given with tabs: part of the list above.
Compound	EPAC1 antag	FUS yeast rescue	PI5P4Ka inh	EPAC1 agonist	PLK1 PBD block	aSyn yeast inh	Abeta yeast res	WRN inhibitor	IL-2 act
Cc1c(C(=O)O)c(O)cc2c1C(=O)c1c(O)c([C@@H]3O[C@H](CO)[C@@H](O)[C@H](O)[C@H]3O)c(O)c(O)c1C2=O	-27%	-24%	?	-15%	-10%	-30%	-33%[inhibitor]	32µM*	-0.5
Cc1ccc(N(CC2=NCCN2)c2cccc(O)c2)cc1	-1%&-6%&-16%	-12%&-22%&-16%	-3&10&2	-26%&-10%&-6%	1%&-14%&-18%	1%&0%&15%&1%	-4%&-18%&-6%	-6%&3%&5%	1.6&1.0&-0.2
COc1ccc(C2CNC(=O)C2)cc1OC1CCCC1 (stereo not given)	11%	-45%	0	-17%	2%	0%&4%	-16%	7%	0.3
Cc1ccc(=O)n(-c2ccccc2)c1	-8%	-18%	0	-4%	-10%	1%&1%	-10%	2%	0.4

# The list is partial. The share of hits here may be higher or lower than overall.
